Screening data (PubChem)
S3 lipid droplet: qHTS Assay for Lipid Storage Modulators in Drosophila S3 Cells | Drosophila S3 cells, BODIPY lipid droplet fluorescence, 18-24 h; cells fed with added oleic acid | lipid storage change, negative = inhibition, % at the top dose, mostly 46.1 µM; hits show Potency in µM | 320,000 compounds, 0.64% hits | AID 2685, 2010; active = well fitted inhibition curve with a large enough effect in the signal ratio, with a control signal flat, not every such curve was filed as active; inconclusive = small, poorly fitted or top-dose-only effect, or effect the other way, or a change in a side signal; the % refers to the signal ratio
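Drosophila S3 cells got compounds at several concentrations plus oleic acid (400 uM solution). Laser-scanning cytometry with 488 nm excitation read lipid droplets at 500-530 nm and cells at 575-640 nm. Percent activity was relative to 20 uM Triacsin C.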
S3 lipid droplet cell count max: recorded beside S3 lipid droplet, whose call it bears; cell number change, %; measured here: cell count max response;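 cells counted by Cell Tracker Red CMTPX staining in the red channel; peak over a dose series mostly up to 46.1 µM; percent activity relative to internal control wells on each plate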
Active calls of the source: *; i = inactive; ? = inconclusive; · = not tested or not shown. % is set by controls: 0 for no effect and ±100 for the full control effect; potency is the fitted concentration of half-maximal effect.

molecule | S3 lipid droplet | S3 lipid droplet cell count max
O=C(NNc1cc(Cl)ccc1Cl)c1cccs1 | 11% | 7
CC(C)N(CCCNC(=O)C1CCC(CNS(=O)(=O)c2ccccc2)CC1)Cc1ccccc1 (stereo not drawn) | i | -17
CCn1c(=O)cc(OCC(=O)Nc2ccccc2N2CCN(C)CC2)c2ccccc21 | -4% | 7
O=C(Nc1ccccc1)Nc1ccno1 | ? | ·
Cc1ccccc1OCC(=O)N/N=C/c1cc2ccccc2nc1Cl | ? | ·
Cc1occc1C(=O)N/N=C/C(Br)=C\c1ccccc1 | 0% | 17
O=c1c2ccccc2[nH]c(=S)n1CCN1CCN(Cc2ccccc2)CC1 | ? | ·
Cc1cc(NC(=O)C2CCCN(S(=O)(=O)c3c(C)noc3C)C2)no1 (stereo not drawn) | ? | ·
COc1ccc(OC)c2c1CCC2=O | 1% | 3
O=C(O)c1ccc(/C=N/Nc2ccc(Cl)nn2)cc1 | ? | ·
CCCc1cc(=O)oc2c3c(cc(OCC(=O)NCC4CCC(C(=O)O)CC4)c12)OC(C)(C)CC3 (stereo not drawn) | ? | ·
CN(C)S(=O)(=O)c1cccc(C(=O)OCC(=O)Nc2ccccc2OC(F)F)c1 | ? | ·
CCC(C)c1ccc(NC(=S)N2CCCC2)cc1 (stereo not drawn) | ? | ·
COc1cc(C(=O)NCC(c2ccco2)N2CCCC2)ccc1OCc1c(C)noc1C (stereo not drawn) | ? | ·
NC(=O)c1ccc[n+](CCC[n+]2cccc(C(N)=O)c2)c1 | ? | ·
CCN(CC)CCOC(c1ccccc1)c1ccc(C)cc1 (stereo not drawn) | ? | ·
O=C(Nc1ccccc1C(=O)O)c1cccc(S(=O)(=O)Nc2ccc(Br)cc2)c1 | ? | ·
O=C(COC(=O)c1cc(S(=O)(=O)N2CCCCC2)ccc1N1CCOCC1)c1ccccc1 | ? | ·
N#CC1=C2Nc3ccccc3N2C(=O)NC1(c1ccccc1)C(F)(F)F (stereo not drawn) | i | 19
COc1ccc(C(=O)c2nc3c(n2O)CCCC3)cc1OC | ? | ·
Cc1noc(C(=O)NCc2ccc(F)cc2)c1Cl | ? | ·
O=S(=O)(Nc1ccc(S(=O)(=O)Nc2ccccc2)cc1)c1ccccc1 | ? | ·
O=C(NCCC(=O)N1CCC2(CC1)NCCc1[nH]cnc12)c1cccc(Br)c1 | i | -9
CC(SCc1cc(=O)n2c([nH]c3ccccc32)c1C#N)C(=O)O (stereo not drawn) | ? | ·
CCOC(=O)N1CCN(C(=O)CCc2c(C)nc3c(c(C)nn3-c3ccc(C)c(C)c3)c2C)CC1 | i | ·
COc1ccc(Cl)cc1N(CC(=O)NC1CC1)S(=O)(=O)c1ccc(C)c([N+](=O)[O-])c1 | 10% | -2
CSc1ccc(S(=O)(=O)NCC(=O)OCC(=O)N(C)C2CCCCC2)cc1[N+](=O)[O-] | ? | ·
Cc1ccc(C2C(N)C(=O)N2c2ccc(C)cc2)cc1 (stereo not drawn) | ? | ·
O=C(NNc1nc(-c2ccccc2)cs1)c1ccccc1 | -16% | -9
O=C(Nc1nnc(-c2ccccc2)o1)Nc1ccccc1Cl | i | ·
O=C(Nc1cccc(F)c1)c1sc(Cl)nc1-c1ccccc1 | ? | ·
COc1ccc(/C=C(\C#N)C(=O)OCC(=O)N(C)C2CCS(=O)(=O)C2)cc1 (stereo not drawn) | -22% | 1
Cc1nc(S(=O)(=O)Cc2ccccc2Cl)nc2c1CCC2 | ? | ·
Cc1ccc(SCCC(=O)NC2CC2)cc1 | 15% | 0
Cc1cccc(NC(=O)CSc2cc(C)c(C#N)c3nc4ccccc4n23)c1 | 4% | 1
CC(C)(C)c1ccc(Cn2nnc3c(=O)[nH]c(C4CCCN(C(=O)Cc5cccs5)C4)nc32)cc1 (stereo not drawn) | ? | ·
Cc1ccnc(NS(=O)(=O)c2cccc([N+](=O)[O-])c2)c1 | -5% | 3
Nc1nonc1-n1nnc(C(=O)N/N=C/c2ccoc2)c1-c1ccccc1 | i | 11
O=C(CSc1nnc(CNC(=O)c2c(F)cccc2F)o1)NCc1ccco1 | ? | ·
CCOC(=O)C1CCN(C(=O)c2cc3c(s2)-c2ccccc2OC3)CC1 | ? | ·
Cn1nc(C(F)(F)F)c(-c2ccccc2)c1NC(=O)c1ccco1 | -5% | 8
CC1(C(=O)N2CC3(CC(c4ccccc4)=NO3)C[C@H]2C(=O)NCC(N)=O)CC1 (stereo partly drawn) | 0% | 8
COc1ccc(S(=O)(=O)Nc2nnc(Cc3ccc(OC)c(OC)c3)s2)cc1 | 15% | -10
O=C1CC(N2CCN(Cc3ccccc3)CC2)C(=O)N1 (stereo not drawn) | ? | ·
O=C(Nc1ccc(-c2cnco2)cc1)c1ccc(Cl)cc1 | ? | ·
O=C(COC(=O)c1cc[n+]([O-])cc1)Nc1ccc(F)c([N+](=O)[O-])c1 | -7% | 0
Cn1cccc1/C=C1\SC(=O)N(c2ccccc2)C1=O | -7% | 1
CN(Cc1ccccc1)C(=O)Cn1c(=O)c2cccn2c2cccnc21 | i | -10
CC(=S)/C=C1\Sc2ccccc2N1C | 0% | -14
O=C(O)c1ccc(N2C(=O)C3C4c5ccccc5C(Br)(c5ccccc54)C3C2=O)cc1 (stereo not drawn) | ? | ·
CCOc1ccc(C(=O)Nc2nc(C)cc(C)n2)cc1[N+](=O)[O-] | 20% | 0
CCOC(=O)C1CCN(C(=O)C(C)N(c2ccc(Oc3ccccc3)cc2)S(C)(=O)=O)CC1 (stereo not drawn) | ? | ·
O=C(Nc1ccc(N2CCN(C(=O)c3ccco3)CC2)c(Cl)c1)c1c(F)c(F)c(F)c(F)c1F | ? | ·
O=C1Cc2ccccc2N1c1c(Cl)cccc1Cl | 6% | 0
COc1ccc(OC)c2[nH]c(=O)c(CCNC(=O)Cc3cccs3)cc12 | 1% | -2
CN1C(C(=O)NCc2cccc(Br)c2)CC2Cn3c(nc4cc5ccccc5cc43)C21 (stereo not drawn) | ? | ·
COc1ccc(-c2cn(CCN)c(-c3ccncc3)n2)cc1 | ? | ·
C=C(C)c1cccc(C(C)(C)NC(=O)N2CC(C)OC(C)C2)c1 (stereo not drawn) | -6% | 11
O=C(NC1CCN(Cc2ccccc2)CC1)C(NS(=O)(=O)c1cccc2nsnc12)c1ccccc1 (stereo not drawn) | 0% | -5
COc1cccc(/C=C/C(=O)OCC(=O)N2c3ccccc3CC2C)c1OC (stereo not drawn) | ? | ·

Part of the list above in order of number of heavy atoms, highest first:
molecule | S3 lipid droplet | S3 lipid droplet cell count max
CN(Cc1ccccc1)C(=O)Cn1c(=O)c2cccn2c2cccnc21 | i | -10
CCOc1ccc(C(=O)Nc2nc(C)cc(C)n2)cc1[N+](=O)[O-] | 20% | 0
COc1ccc(-c2cn(CCN)c(-c3ccncc3)n2)cc1 | ? | ·

(listing goes on)
molecule | S3 lipid droplet | S3 lipid droplet cell count max
O=[N+]([O-])c1ccc(OCCn2cnc3ccccc32)cc1 | ? | ·
ON=C1c2cc(OCCN3CCCCC3)ccc2-c2ccc(OCCN3CCCCC3)cc21 | i | 9
COc1ccc(-c2nnc3n2N=C(C)CS3)cc1 | -6% | 1
O=C(OCC(=O)N1CCCC1)c1ccccc1O | i | 21
COc1c(C)cc(Br)cc1C(=O)Nc1ccc(N2CCN(S(C)(=O)=O)CC2)cc1 | ? | ·
COC(=O)Cn1c(C)c(C(C)=O)c(C(C)=O)c1C | ? | ·
CC1CC(C)CN(S(=O)(=O)c2ccc(C(C)(C)C)cc2)C1 (stereo not drawn) | ? | ·
COc1cccc(C(=O)NCCS(=O)(=O)N2CCCCC2)c1 | ? | ·
O=[N+]([O-])c1nn(-c2ccc3c(c2)OCCO3)n(O)c1=NCc1ccccc1Cl | ? | ·
C=CCOc1c(CNc2ccc(C(=O)O)cc2)cccc1OC | ? | ·
CCc1ccc(N(C(=O)c2csnn2)C(C(=O)NC(C)(C)C)c2ccccn2)cc1 (stereo not drawn) | -1% | 12
Cc1cccc(Nc2ccccc2C(=O)OCC(=O)N2CCOCC2)c1C | -2% | 1
CCOC(=O)c1sc(=NC(=O)c2ccc(OC)c(OC)c2)n(C)c1C | 9% | 0
COCCSc1nnc(NS(=O)(=O)c2ccc(C)cc2)s1 | ? | ·
COc1ccc(CNc2nc3ccccc3n2C(C)C)c(O)c1 | ? | ·
Cc1ccc(Cn2nc(C)c(C(=O)NCC(c3ccc(F)cc3)N3CCOCC3)c2Cl)cc1 (stereo not drawn) | ? | ·
CCOc1ccccc1NC1=NC2CS(=O)(=O)CC2S1 (stereo not drawn) | 18% | ·
O=c1cc(CO)occ1OCc1cccc(C(F)(F)F)c1 | ? | ·
COc1ccc(CNC(=O)CN(C)Cc2ccc(C(C)(C)C)cc2)cc1 | ? | ·
CC(C)(C)c1ccc(OCC(=O)NCC(c2cccs2)N2CCOCC2)cc1 (stereo not drawn) | ? | ·
CN(C)S(=O)(=O)c1ccc(N2CCCC2)c(C(=O)NCC2CCCO2)c1 (stereo not drawn) | ? | ·
NS(=O)(=O)c1cc(C(=O)Nc2ccc3c(c2)CCC3)ccc1Cl | i | -2
O=C(N/N=C/c1ccccc1O)c1cccc2ccccc12 | ? | ·
O=Cc1cn[nH]c1-c1ccccc1 | ? | ·
CCN(CC)c1ccc(C2C(C(=O)Nc3ccccn3)=C(C)NC3=C2C(=O)CC(C)(C)C3)cc1 (stereo not drawn) | ? | ·
CC12CCC(=O)N1C(C(=O)N1CCN(c3ccccc3)CC1)CS2 (stereo not drawn) | 12% | 2
CCOC(=O)c1c(O)c2c([nH]c1=O)CCCC2 | ? | ·
O=C(CN1CCSC1=O)Nc1ccc(N2CCOCC2)cc1 | ? | ·
CCNC(=O)c1c(NC(=O)c2cc(-c3cc(C)ccc3O)n[nH]2)sc2c1CCCC2 | ? | ·
CSc1ncc(C(=O)Nc2cccnc2)c(C(F)(F)F)n1 | i | -13

Among those listed so far, these contain two or more sulfur atoms.
molecule | S3 lipid droplet | S3 lipid droplet cell count max
O=S(=O)(Nc1ccc(S(=O)(=O)Nc2ccccc2)cc1)c1ccccc1 | ? | ·
CSc1ccc(S(=O)(=O)NCC(=O)OCC(=O)N(C)C2CCCCC2)cc1[N+](=O)[O-] | ? | ·
COc1ccc(S(=O)(=O)Nc2nnc(Cc3ccc(OC)c(OC)c3)s2)cc1 | 15% | -10
CC(=S)/C=C1\Sc2ccccc2N1C | 0% | -14
O=C(NC1CCN(Cc2ccccc2)CC1)C(NS(=O)(=O)c1cccc2nsnc12)c1ccccc1 (stereo not drawn) | 0% | -5
COCCSc1nnc(NS(=O)(=O)c2ccc(C)cc2)s1 | ? | ·
CCOc1ccccc1NC1=NC2CS(=O)(=O)CC2S1 (stereo not drawn) | 18% | ·

Next section.
molecule | S3 lipid droplet | S3 lipid droplet cell count max
Cc1cccnc1NC(=O)C1CCC1 | ? | ·
CCC/C=C(\CCC)C(NS(=O)(=O)c1cccc2cccnc12)c1ccc(C(=O)OC)cc1 (stereo not drawn) | ? | ·
CCOc1cc(C(C(=O)NCC2CCCO2)N(C(=O)Cn2nnc3ccccc32)c2ccccc2C(C)=O)ccc1O (stereo not drawn) | i | -13
Cn1c(N)c(C(=O)COC(=O)C(Cc2ccccc2)NC(=O)c2ccccc2)c(=O)n(C)c1=O (stereo not drawn) | ? | ·
O=C(c1cc2c(=O)n3ccccc3nc2s1)N1CCN(Cc2ccccc2)CC1 | ? | ·
Cc1cc(N2CCOCC2)n2cc(-c3ccc(F)cc3)nc2n1 | 8% | 15
O=C1NC(=S)N(C(=O)c2ccc(F)cc2)/C1=C/c1cccnc1 | -5% | 7
Cc1ccc(OCC(=O)Nc2ccccc2-c2ccccc2NC(=O)COc2ccc(C)cc2)cc1 | 1% | 3
CCn1c(SCC(=O)Nc2ccc(N3CCOCC3)cc2)nnc1-c1ccncc1 | ? | ·
COc1ccc(-c2cc(C(=O)O)c3sc(N4CCCCC4)nc3n2)cc1OC | 12% | 13
COC(=O)c1ccc(OCC(O)CN2CCN(C(=O)c3ccco3)CC2)c(OC)c1 (stereo not drawn) | i | 23
COc1ccc(/C=N/Nc2nc3ccccc3[nH]2)cc1OC | -3% | -10
O=C(COc1ccccc1Cl)NCCNC(=O)c1ccco1 | -2% | 6
C=CCNC(=O)/C(C#N)=C\c1cc(Cl)c(OCC)c(OC)c1 | 15µM* | -29*
Cc1cc(C)nc(/N=C(\N)Nc2ccc(S(=O)(=O)Nc3nc(C)cc(C)n3)cc2)n1 | 19% | 12
COc1ccccc1OCc1nc(Cc2ccc(Cl)cc2)no1 | ? | ·
NC(=O)C1CCN(CC(O)CSc2ccccc2)CC1 (stereo not drawn) | 22% | ·
Cc1occc1-c1nnc(SCC(=O)N2CCOCC2)n1Cc1ccco1 | ? | ·
Cc1ccc(S(=O)(=O)Cc2ccc(C(=O)N3CCN(Cc4ccccc4)CC3)o2)cc1 | ? | ·
COc1cccc(NC(=O)c2ccc(NCCCN3CCC(C)CC3)c([N+](=O)[O-])c2)c1 | -8% | -12
CC(=O)c1c(N)n(C)c(=O)n(C)c1=O | -24% | 7
COc1cc(C(=O)Nc2ccccc2-c2nnn(CC(N)=O)n2)cc(OC)c1OC | i | ·
COc1ccc(NC(C)=O)cc1NC(=O)CN1CCN(CC(=O)Nc2ccc(Cl)cc2)CC1 | -24% | -3

Two compounds picked at random from those above, as already listed:
molecule | S3 lipid droplet | S3 lipid droplet cell count max
Cc1cccnc1NC(=O)C1CCC1 | ? | ·
CN(C)S(=O)(=O)c1ccc(N2CCCC2)c(C(=O)NCC2CCCO2)c1 (stereo not drawn) | ? | ·

These rows are one share of the data; count on the stated rates, not on these rows.
